AmpC no deterg – AmpC beta-lactamase inhibition without detergent. 330,000 tested, 0.52% active. AmpC nitrocefin hydrolysis, absorbance 480 nm, 0.0001% Triton. Potency, µM (doses to about 57.1 µM), inactives show top-dose activity change, negative = inhibition, most hits filed as inhibitors. AID 485341. P00811;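 note: potency is the fitted concentration of half-maximal effect; plate controls were no compound for no effect and no enzyme for full effect; nearly all actives have a fitted effect of over 20% in size; some results filed as inactive show a strong effect at the top dose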
Target sequence (P00811 whole entry, looked up): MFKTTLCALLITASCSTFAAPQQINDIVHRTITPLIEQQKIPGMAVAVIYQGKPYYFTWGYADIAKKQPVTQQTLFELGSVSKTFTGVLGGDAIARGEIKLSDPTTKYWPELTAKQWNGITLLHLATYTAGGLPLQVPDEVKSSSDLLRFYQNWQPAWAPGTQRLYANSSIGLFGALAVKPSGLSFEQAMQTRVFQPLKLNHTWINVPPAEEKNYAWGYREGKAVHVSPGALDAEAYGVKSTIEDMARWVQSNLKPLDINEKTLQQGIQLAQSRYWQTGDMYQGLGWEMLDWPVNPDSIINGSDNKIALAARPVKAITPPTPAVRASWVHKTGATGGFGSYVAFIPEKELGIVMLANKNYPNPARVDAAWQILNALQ
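20 mM phosphate pH 7.0 + 0.01% (detergent screen) or 0.0001% Triton X-100; 5.3 nM AmpC reagent; cpd preinc 15 min RT; nitrocefin (800 uM stock) to start; A480 q20 s × 4 min; Activity was normalised to no-enzyme and no-compound control wells.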
Sm TGR block – blocks Schistosoma mansoni thioredoxin glutathione reductase | Q962Y6 | purified TGR, DTNB reduction, TNB absorbance 405 nm | Potency, µM (highest dose often 114 µM), for inactives: top-dose activity change, negative = inhibition, usual class: inhibitors | 360,000 tested, 3% active | AID 485364; note: potency is the fitted concentration of half-maximal effect; nearly all actives have a fitted effect of over 60% in size
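First, TGR (20 nM dispensed) and NADPH were mixed with compound. Second, a 15 min room-temperature incubation followed. Third, further NADPH and then DTNB were added to start the reaction. Finally, TNB absorbance was monitored kinetically.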
AmpC inh detg – inhibitors of E. coli AmpC beta-lactamase with detergent | P00811 | AmpC hydrolysis of nitrocefin, absorbance 480 nm, 0.01% Triton | Potency, µM (highest dose often 114 µM), inactives show top-dose activity change, negative = inhibition, most hits filed as inhibitors | 370,000 tested, 0.041% active | AID 485294;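 note: potency is the fitted concentration of half-maximal effect; 0% = no-compound wells and -100% = no-enzyme wells; nearly all actives have a fitted effect of over 25% in size; some results filed as inactive show a strong effect at the top dose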
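AmpC (5.3 nM in the dispensed reagent) in 20 mM phosphate pH 7.0 with 0.01% (detergent screen) or 0.0001% Triton X-100 was preincubated with compounds for 15 min at room temperature. Nitrocefin was then added from an 800 uM solution, and hydrolysis was followed at 480 nm.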
HCMV antiviral – human cytomegalovirus inhibition | 410,000 tested, 4.5% active | HFF cells, HCMV-luciferase reporter, 72 h; stronger effect = lower value | activity change, negative = inhibition, % at 57.5 µM; in the data active = activity change below about -60%; inconclusive = no clear call, values can overlap the other calls; inactive = above about -39%
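Inhibition of viral replication was scored as loss of reporter luminescence in HFFs infected with HCMV-luciferase (MOI 1 PFU/cell) for 72 h; compounds tested at 2 doses, normalized to buffer and Salinomycin controls.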
AMA1-RON2 inh – disrupts binding of P. falciparum AMA1 to RON2; AlphaScreen AMA1-biotinylated RON2 peptide binding; Potency, µM (top dose mostly 58.2 µM), for the others: top-dose activity change, negative = inhibition, actives largely listed as inhibitors; 360,000 tested, 0.2% active;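 note: potency is the fitted concentration of half-maximal effect; 0% = vehicle wells and -100% = peptide control; nearly all actives have a fitted effect of over 45% in size; some results filed as inactive show a strong effect at the top dose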
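AMA1 (3D7) with his tag at 25 nM final met compounds first, then biotinylated RON2 peptide at 25 nM; detection used donor plus acceptor beads, 10 µg/mL apiece, read by AlphaScreen after 30 min at room temperature.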
FBPA Giardia inh – blocks Giardia fructose-bisphosphate aldolase activity. A8B2U2. purified Giardia FBPA. Potency, µM (doses to about 59.6 µM), inactives show top-dose activity, negative = inhibition, actives largely listed as inhibitors. 290,000 tested, 0.71% active; note: potency is the fitted concentration of half-maximal effect; nearly all actives have a fitted effect of over 55% in size
Target sequence (A8B2U2 whole entry, looked up): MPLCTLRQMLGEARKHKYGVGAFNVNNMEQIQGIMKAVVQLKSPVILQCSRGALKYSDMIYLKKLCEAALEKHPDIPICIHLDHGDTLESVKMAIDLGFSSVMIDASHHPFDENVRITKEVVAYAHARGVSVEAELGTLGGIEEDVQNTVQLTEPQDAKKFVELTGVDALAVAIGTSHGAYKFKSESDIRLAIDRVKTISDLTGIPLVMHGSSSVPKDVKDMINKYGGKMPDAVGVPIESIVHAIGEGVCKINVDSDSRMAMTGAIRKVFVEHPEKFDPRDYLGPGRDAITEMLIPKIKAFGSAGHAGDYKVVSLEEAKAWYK
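Giardia FBPA (40 nM reagent) was preincubated 10 min at RT with compound (up to 57.5 uM final), then substrate plus GAPDH/TPI/NAD/arsenate coupling system with diaphorase/resazurin was added; resorufin fluorescence (525/598 nm) was read after 20 min.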
Starred values were filed as active, the others as inactive; ? = inconclusive; . = no result given; [ ] = dose if it differs, or a comment. Unless noted, calls come from the whole dose curve; as a rule, active = well fitted curve in the direction sought with a large enough effect; inconclusive = small, poorly fitted or top-dose-only effect, or another doubt; inactive = no such curve, though single readings can be large; an effect the other way counts as inactive or inconclusive. Unless noted, % is set by controls: 0 for no effect and ±100 for the full control effect.

mol,AmpC no deterg,Sm TGR block,AmpC inh detg,HCMV antiviral,AMA1-RON2 inh,FBPA Giardia inh
CCC(C)NC(=O)c1sc2nc(C)c(C(=O)Nc3ccc(C)cc3C)c(-c3ccc(NC(C)=O)cc3)c2c1N (stereo unspecified),.,0%,-3%,-25,.,.
Cc1ccc(C(=O)NCc2nnc(SCC(=O)Nc3ccccc3)n2C)cc1,-14%,0%,-18%,-31,-3%,4%
O=C(CCNC(=O)C1CCN(S(=O)(=O)c2ccc(F)cc2)CC1)NCc1ccncc1,-7%,-11%,-2%,-38,-9%,0%
COc1ccc(Cl)cc1Nc1nc(N)nc(C(F)(F)F)n1,-3%,4%,?,20,-7%,-4%
COc1ccc(Cl)cc1NC(=O)C1CCCN(c2ncnc3onc(C)c23)C1 (stereo unspecified),.,7%,21%,-77*,.,.
CN1C(=O)c2[nH]nc(-c3ccc(F)cc3)c2C1c1cccc(O)c1 (stereo unspecified),.,-8%,-2%,13,.,.
O=C(CCC(=O)N1CCOCC1)NCCc1ccc(F)cc1,-3%,2%,16%,-35,21%[11.6 µM],.
CC1(C)Cc2c(sc(NC(=O)c3ccccc3Cl)c2C(=O)O)CO1,-17%,0%,2%,?,9%,?
CN(C)c1ccc(C(c2nnnn2CCOC(=O)Nc2ccc(Cl)cc2)N2CCOCC2)cc1 (stereo unspecified),173%[activator],25µM*,6%,17,?,?
CC(=O)Nc1ccc(NC(=O)c2ccccc2Nc2ccccc2)cc1,10%,-5%,-14%,-39,-10%,1%
O=C(COC(=O)C1COc2ccccc2O1)Nc1cccc(S(=O)(=O)N2CCCCC2)c1 (stereo unspecified),-45%,-1%,?,-5,-2%,0%
CCOCCCNC(=O)c1ccc(OC2CCN(C(C)=O)CC2)c(OC)c1,-12%,2%,-1%,16,-16%,2%
CN(C)C(=O)N1CCN(S(=O)(=O)c2ccc3ccccc3c2)CC1,30%,8%,?,12,-6%,8%
O=c1cccc2c1c1cc[nH]c3ccc(=O)n2c31,-30%,-11%,-7%,-70*,-1%,.
Cc1c(Cl)cccc1-n1c(-c2cccnc2)n[nH]c1=S,-4%,-1%,8%,-7,35%[activator],-9%
COc1ccc2[nH]c3c(N4CCN(Cc5ccc6c(c5)OCO6)CC4)ncnc3c2c1,11%,-6%,?,-26,-26%,-1%
Cc1ccc(NC(=O)c2c(C)oc3c2C2=NCCN2C=N3)cc1F,.,-8%,-2%,-12,.,.
Cc1c(C(=O)N2CCCCCC2)c(S(=O)(=O)Nc2cccc(F)c2)c(C)n1C,21%,-11%,-5%,23,-9%,.
Cc1ccccc1NC(=O)N1CCC(CN2CCCC2)CC1,.,-19%,-1%,-12,.,.
CCOP(=O)(OCC)C(NC(=O)Nc1ccc(Cl)c(Cl)c1)C(N)=O (stereo unspecified),3%,-3%,?,30,4%,-5%
Cc1ccc(CNS(=O)(=O)N(C)C)cc1,-6%,-7%,-5%,-14,1%,6%
CCCn1c(SCC(=O)N2CCCC2)nc2c1c(=O)n(C)c(=O)n2C,28%,8%,-6%,4,12%,0%
COCCn1c(SCC(=O)NC2CC2)nnc1-c1ccco1,-6%,-3%,3%,84,-8%,4%
COc1ccc(CN2CCNC(=O)C2CC(=O)N(C)Cc2ccno2)c(F)c1 (stereo unspecified),0%,-2%,?,41,0%,-5%
Cc1csc2c(N(C)CCO)ncnc12,-24%,5%,8%,23,15%,-2%

Structures shown so far containing an NH in an aromatic ring (4):
mol,AmpC no deterg,Sm TGR block,AmpC inh detg,HCMV antiviral,AMA1-RON2 inh,FBPA Giardia inh
CN1C(=O)c2[nH]nc(-c3ccc(F)cc3)c2C1c1cccc(O)c1 (stereo unspecified),.,-8%,-2%,13,.,.
O=c1cccc2c1c1cc[nH]c3ccc(=O)n2c31,-30%,-11%,-7%,-70*,-1%,.
Cc1c(Cl)cccc1-n1c(-c2cccnc2)n[nH]c1=S,-4%,-1%,8%,-7,35%[activator],-9%
COc1ccc2[nH]c3c(N4CCN(Cc5ccc6c(c5)OCO6)CC4)ncnc3c2c1,11%,-6%,?,-26,-26%,-1%

Four consecutive records out of the list so far, for reference:
mol,AmpC no deterg,Sm TGR block,AmpC inh detg,HCMV antiviral,AMA1-RON2 inh,FBPA Giardia inh
CCCn1c(SCC(=O)N2CCCC2)nc2c1c(=O)n(C)c(=O)n2C,28%,8%,-6%,4,12%,0%
COCCn1c(SCC(=O)NC2CC2)nnc1-c1ccco1,-6%,-3%,3%,84,-8%,4%
COc1ccc(CN2CCNC(=O)C2CC(=O)N(C)Cc2ccno2)c(F)c1 (stereo unspecified),0%,-2%,?,41,0%,-5%
Cc1csc2c(N(C)CCO)ncnc12,-24%,5%,8%,23,15%,-2%

Carrying on:
mol,AmpC no deterg,Sm TGR block,AmpC inh detg,HCMV antiviral,AMA1-RON2 inh,FBPA Giardia inh
O=C(c1ccccc1Br)N(Cc1ccccc1)c1ccccc1,-24%,-10%,-5%,-62*,-12%,4%
CCOC(=O)C(NC(=O)c1cccc(Cl)c1)(Nc1sc2c(c1C(N)=O)CCC2)C(F)(F)F (stereo unspecified),-49%,40µM*,?,-27,-5%,-16%
O=C(Nc1ccc(-c2csc(Nc3ccccc3)n2)cc1)c1cccc(C(F)(F)F)c1,3.5µM*,-3%,2%,-81*,0%,-9%
O=C(CCS(=O)(=O)c1ccccc1)N(Cc1cccnc1)c1nc2c(Cl)cccc2s1,.,1.6µM*,0%,80,.,.
Cc1cccc(NC(=S)NC2CCN(Cc3ccccc3)CC2)c1C,-14%,-18%,0%,-38,-23%,2%
CSCC(=O)N1CCCC(CO)(Cc2ccccc2C)C1 (stereo unspecified),37%,1%,-1%,-30,-14%,3%
CCOC(=O)c1ccc(S(=O)(=O)N2CCN(CCC#N)CC2)cc1,?,7%,-19%,13,-3%,6%
O=C(CSc1nccn1-c1ccc(Cl)cc1)NCc1ccc2c(c1)OCO2,-9%,1%,?,13,-23%,-3%
O=P(OC1CCCCC1)(OC1CCCCC1)C(O)c1cccnc1 (stereo unspecified),24%,-7%,-1%,30,1%,6%
COc1ccc(C(=O)C2CCCN(C3CSCCSC3)C2)c(C)c1 (stereo unspecified),4%,.,?,58,?,1%
CCOc1ccccc1NC(=O)CSc1nc(=O)n(CCCN2CCOCC2)c2c1CCC2,106%[activator],-12%,0%,-21,-7%,.
Cc1ccc(Cl)c2sc(NC(=O)CS(=O)(=O)c3ccc(Cl)cc3)nc12,.,0%,-2%,0,.,.
NNC(=O)c1cc2c(N3CCC(Cc4ccccc4)CC3)ncnc2s1,-9%,-4%,-17%,?,55%[activator],-11%
CCCOC(=O)c1ccc(-n2nnnc2SCC(=O)N2CCCCC2)cc1,34%[activator],-7%,?,-20,-2%,13%
CC(C)(C)OC(=O)NCCCCCNC(=O)c1[nH]cnc1C(=O)N[C@@H](Cc1ccccc1)C(=O)OCc1ccccc1,47%,-1%,10%,-1,126%[activator],-26%
Cc1cccc(C(=O)Nc2ccccc2-c2nnn(CC(=O)Nc3ccc4c(c3)OCCO4)n2)c1,-15%,-2%,-4%,?,11%,1%
c1ccc(C2NCCc3[nH]cnc32)cc1 (stereo unspecified),-9%,-10%,9%,-7,-3%,2%
CSc1nc(C)cc(SCC(=O)Nc2ccccc2)n1,-13%,-5%,-8%,-40,-2%,-1%
CC(C(=O)Nc1ccccc1)N1CCN(c2ccccn2)CC1 (stereo unspecified),-2%,0%,?,-12,-3%,0%
CCSc1nnc(NC(=O)c2csc(C)c2)s1,-17%,-3%,?,2,-15%,-6%
Nc1cc(-c2ccc(Br)cc2)[nH]n1,-33%,-9%,?,?,-10%,-1%
COc1ccc(C2CCCN2C(=O)c2cccs2)cc1 (stereo unspecified),-35%,3%,?,-15,-1%,2%
CCc1ccccc1-n1nnc(-c2nsc(NC(=O)c3ccc(C)c(C)c3)n2)c1C,.,6%,7%,-92*,.,.
Cn1nc(C(=O)N2CCN(c3ccccc3)CC2)c2c1-c1ccccc1SC2,.,7%,0%,?,.,.
COc1ccc(Cc2c(O)nc(SCC(=O)N3CCCCCC3)[nH]c2=O)cc1,-18%,0%,1%,7,-8%,10%

Additional results follow:
Compound | AmpC no deterg | Sm TGR block | AmpC inh detg | HCMV antiviral | AMA1-RON2 inh | FBPA Giardia inh
O=C(c1ccc(NS(=O)(=O)c2ccc3[nH]c(=O)[nH]c3c2)cc1)N1CCN(c2ccccc2)CC1 | -21% | -5% | -7% | -10 | -5% | .
COc1ccc(OC)c(NC(=O)C(NS(=O)(=O)c2ccc3c(c2)CCCC(=O)N3)C(C)C)c1 (stereo unspecified) | . | 0% | -2% | 12 | . | .
O=C(O)c1ccc(/C=N/NC(=S)NCc2ccccc2)cc1 | -18% | -6% | 3% | -31 | 98%[activator] | -8%
C=CCOC(=O)C(C#N)c1nc2ccccc2nc1N1CCCC1 (stereo unspecified) | -22% | -1% | 3% | -11 | -14% | -7%
COc1ccc(-c2onc3ccc(Br)cc23)cc1 | -22% | 2% | -10% | 24 | 13% | -9%
COc1cccc(C(=O)N2CCN(Cc3cccc(F)c3)CC2)c1 | 38% | 7% | -4% | 29 | ? | -12%
CCOC(=O)c1cccc(NC(=O)CSc2nnc(CNc3ccc(C)cc3)n2CC)c1 | 17% | -6% | ? | 41 | -4% | -3%
COc1ccc(N2CCN(CC(O)COc3ccc([N+](=O)[O-])cc3)CC2)cc1 (stereo unspecified) | -28% | -3% | -10% | -14 | -8% | -17%
CCN(Cc1nc(-c2ccccc2)no1)C(=O)c1ccc2c(c1)OCO2 | 8% | 1% | 2% | 0 | 3% | 3%
Cc1ccccc1-c1nc(CS(=O)(=O)CC(=O)N2CCc3ccccc3C2)c(C)o1 | 11µM* | 3.5µM* | ? | 32 | -1% | -19%
Cc1cccc(NC(=O)c2ccc(Cn3nc(N4CCN(c5ccccc5)CC4)ccc3=O)o2)c1C | . | 7% | -4% | -72* | . | .
Cn1c(=O)c2sccc2n2c(CCCC(=O)NCc3cccnc3)nnc12 | -9% | 3% | -4% | -32 | 4% | 16%
